ELG1 genotoxic: qHTS screen for small molecules that induce genotoxicity in human embryonic kidney (HEK293T) cells expressing luciferase-tagged ELG1; HEK293T ELG1-luciferase reporter, luminescence, 16 h; Potency, µM (top dose mostly 46 µM), without a hit: at the highest dose activity change, positive = activation, usual class: activators; actives 1.3% (n = 330,000); AID 504466, 2011; further: potency means the concentration at half of the fitted maximal effect; % of control where 0% means no effect; nearly all actives have a fitted effect of over 60% in size
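Genotoxicity was scored as increased ELG1-luciferase reporter signal, measured by ONE-Glo luminescence (30 min, room temperature). Compound or vehicle exposure of the HEK293T reporter cells lasted 16 hr at 37°C.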
NPC1 promoter act: qHTS Assay for NPC1 Promoter Activators. Potency, µM (doses to about 9.22 µM), for inactives: top-dose activation, most hits filed as activators. actives 2.4% (n = 320,000). Huh7 NPC1 promoter luciferase reporter, 24 h. AID 485313, 2010;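 further: potency means the concentration at half of the fitted maximal effect; % of control where 0% means no effect; nearly all actives have a fitted effect of over 60% in size; reporter is driven by a mutant NPC1 promoter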
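Stable NPC1-promoter luciferase Huh7 line; cpd (DMSO) 24 h, 37 °C, 5% CO2; Amplite luciferase reagent 10 min RT; luminescence readout. qHTS format.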
p53 reactivator: qHTS assay for re-activators of p53 using a Luc reporter. Potency, µM (top dose mostly 92.2 µM), for inactives: at the top dose activity change, positive = activation, most hits filed as activators. H1299 p53-A138V BP100-luciferase reporter, luminescence, 24 h. AID 504706, 2011. actives 0.063% (n = 320,000); further: potency means the concentration at half of the fitted maximal effect; % of control where 0% means no effect; nearly all actives have a fitted effect of over 45% in size
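H1299 (p53-null), stable ts p53-A138V + BP100-Luc; 1000 cells/well, Opti-MEM/10% FBS; cpd 4 pt, 1:5; 24 h, 37 deg C, 5% CO2; detection reagent 10 min RT; luminescence.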
Tb PFK inh: qHTS Assay to Find Inhibitors of T. brucei phosphofructokinase; Potency, µM (titrated, usually from 57.5 µM), inactives show at the highest dose activity, negative = inhibition, hits mostly inhibitors; AID 485367, 2010; T. brucei PFK, ADP-Glo luminescence; actives 0.17% (n = 330,000);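 further: potency means the concentration at half of the fitted maximal effect; 0% = uninhibited 1x PFK enzyme wells and -100% = no-enzyme wells; nearly all actives have a fitted effect of over 60% in size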
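ADP-Glo luminescence quantified ADP after 45 min at room temperature, with 1.25 nM T. brucei PFK, 0.1 mM ATP and 0.5 mM fructose-6-phosphate in pH 8.0 TEA buffer. qHTS titrations up to 57 µM; curves classified by quality.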
Rab9 prom act: qHTS Assay for Rab9 Promoter Activators; Huh7 Rab9 promoter-luciferase reporter, luminescence, 24 h; Potency, µM (top dose mostly 9.22 µM), without a hit: at the highest dose activation, negative = inhibition, usual class: activators; actives 2.8% (n = 320,000); further: potency means the concentration at half of the fitted maximal effect; % of control where 0% means no effect; nearly all actives have a fitted effect of over 60% in size
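Cells were plated at 1500 per well in reduced-serum medium with 10% FBS and left 2 h. Compound in DMSO was then added for 24 h at 37 °C. Reporter signal was read by luminescence after 10 min with luciferase detection reagent.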
VP16 counter: VP16 counterscreen qHTS for inhibitors of ROR gamma transcriptional activity; Drosophila S2 Gal4-VP16 UAS-luciferase, luminescence, 20 h; Potency, µM (doses to about 53.6 µM), inactives show top-dose activity, negative = inhibition, most hits filed as inhibitors; actives 3.5% (n = 310,000);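 further: Gal4-VP16 expression switched on by copper sulfate through the metallothionein promoter; potency means the concentration at half of the fitted maximal effect; on the % scale 0 is the no-effect control and ±100 the full control effect; nearly all actives have a fitted effect of over 50% in size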
FLuc counter: qHTS profiling assay for firefly luciferase inhibitor/activator using purifed enzyme and Km concentrations of substrates (counterscreen for miR-21 project); Luciferin 4-monooxygenase (Photinus pyralis), P08659; purified FLuc, Km substrates, luminescence inhibition; Potency, µM (highest dose often 57.5 µM), for inactives: at the highest dose activity change, negative = inhibition, actives largely listed as inhibitors; actives 6.9% (n = 360,000);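 further: potency means the concentration at half of the fitted maximal effect; plate controls were vehicle for no effect and reference inhibitor for full effect; nearly all actives have a fitted effect of over 55% in size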
Target sequence (P08659 whole entry, looked up): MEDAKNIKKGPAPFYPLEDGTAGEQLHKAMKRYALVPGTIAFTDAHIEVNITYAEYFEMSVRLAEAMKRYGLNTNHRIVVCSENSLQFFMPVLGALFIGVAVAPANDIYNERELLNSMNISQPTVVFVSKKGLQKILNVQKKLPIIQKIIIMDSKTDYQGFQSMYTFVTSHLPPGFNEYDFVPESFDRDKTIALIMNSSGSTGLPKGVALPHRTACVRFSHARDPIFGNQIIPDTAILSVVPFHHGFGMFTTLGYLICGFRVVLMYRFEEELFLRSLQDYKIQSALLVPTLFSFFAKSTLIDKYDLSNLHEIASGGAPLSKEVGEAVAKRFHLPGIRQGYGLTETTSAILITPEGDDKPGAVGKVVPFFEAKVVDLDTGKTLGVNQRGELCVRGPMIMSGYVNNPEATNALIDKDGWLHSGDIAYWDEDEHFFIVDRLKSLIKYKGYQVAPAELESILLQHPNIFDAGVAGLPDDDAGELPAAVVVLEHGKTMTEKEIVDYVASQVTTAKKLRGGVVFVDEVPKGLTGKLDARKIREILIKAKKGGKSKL
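Purified P. pyralis luciferase, 10 nM final, with Km-level 10 uM D-luciferin and 10 uM ATP in 50 mM Tris acetate pH 7.5, 10 mM Mg acetate, 0.01% Tween-20, 0.05% BSA; 6-point qHTS titration about 60 µM downward; luminescence read.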
TRPV1 ag: HTS Assay for Compounds that Act as Agonists of the Vanilloid Receptor 1 | TRPV1-expressing cells, Fluo-8 calcium influx, agonist mode | activation, % at 8.33 µM | actives 0.19% (n = 320,000) | AID 540275, 2011; in the data active means activation above about 80%; inconclusive means between about 30% and that limit; further: 0% is about no effect
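TRPV1-expressing cells were cultured overnight at 35.5C and loaded with Fluo-8 calcium dye for 40 to 90 min at room temperature. After a 10 s baseline, compound was added and calcium influx was read kinetically for 3 min (ex 480/em 520 nm).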
BRCA1 expr up: qHTS Assay to Identify Small Molecule Activators of BRCA1 Expression. Potency, µM (doses to about 46.1 µM), for the others: top-dose activation, usual class: activators. MCF7-BRCA1-FFLuc reporter, luminescence, 48 h; response scale: scaled: vehicle 0%, 10 µM genistein 100%. AID 624202, 2012. actives 1.1% (n = 380,000); further: potency means the concentration at half of the fitted maximal effect; nearly all actives have a fitted effect of over 80% in size; some results filed as inactive show a strong effect at the top dose
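Activators of BRCA1 expression were detected as increased firefly luciferase luminescence in engineered MCF7 cells after 48 h compound incubation. Signals were scaled to genistein 10 microM as full activation.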
ELG1 repair inh: qHTS screen for small molecules that inhibit ELG1-dependent DNA repair in human embryonic kidney (HEK293T) cells expressing luciferase-tagged ELG1. HEK293T ELG1-luciferase reporter, luminescence, 16 h; DNA damage induced by 5-fluorouridine. Potency, µM (titrated, usually from 46.1 µM), for the others: at the top dose activity change, negative = inhibition, actives largely listed as inhibitors. actives 2.3% (n = 330,000). AID 504467, 2011; further: potency means the concentration at half of the fitted maximal effect; on the % scale 0 is the no-effect control and ±100 the full control effect; nearly all actives have a fitted effect of over 55% in size
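Cells (2,000 per well) received 5-fluorouridine plus test compound or DMSO and were incubated 16 hr at 37 °C, 5% CO2. Luciferase activity was read by luminescence 30 min after ONE-Glo addition; signal suppression marked inhibition of damage-induced ELG1 function.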
RORgamma inh: qHTS for inhibitors of ROR gamma transcriptional activity | Nuclear receptor ROR-gamma (Mus musculus), P51450 | Drosophila S2 Gal4-RORgamma UAS-luciferase reporter, 20 h | Potency, µM (series often up to 53.6 µM), for the others: at the top dose activity change, negative = inhibition, actives largely listed as inhibitors | actives 5.4% (n = 310,000) | AID 2551, 2010; further: potency means the concentration at half of the fitted maximal effect; on the % scale 0 is the no-effect control and ±100 the full control effect; nearly all actives have a fitted effect of over 60% in size
Target sequence (P51450 whole entry, looked up, the tested form may be a part): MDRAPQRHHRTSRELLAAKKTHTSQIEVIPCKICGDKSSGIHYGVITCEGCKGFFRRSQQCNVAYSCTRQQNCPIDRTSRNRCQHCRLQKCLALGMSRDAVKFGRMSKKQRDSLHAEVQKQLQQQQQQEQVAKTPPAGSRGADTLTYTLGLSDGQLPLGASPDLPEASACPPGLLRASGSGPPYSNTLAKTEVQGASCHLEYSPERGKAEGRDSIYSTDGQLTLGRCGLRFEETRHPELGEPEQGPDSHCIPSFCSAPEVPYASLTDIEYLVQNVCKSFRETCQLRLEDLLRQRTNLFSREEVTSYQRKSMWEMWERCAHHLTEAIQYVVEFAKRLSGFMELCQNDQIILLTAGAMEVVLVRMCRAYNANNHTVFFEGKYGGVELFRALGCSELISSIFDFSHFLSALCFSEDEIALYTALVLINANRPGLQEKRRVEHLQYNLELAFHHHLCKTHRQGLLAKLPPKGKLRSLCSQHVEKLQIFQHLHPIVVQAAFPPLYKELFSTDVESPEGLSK
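Luminescence from a UAS-regulated Photinus luciferase reporter in stably transfected Drosophila Schneider cells is measured; decreased signal marks ROR gamma inhibition. Fusion expression is induced by 700 uM copper sulfate for 20 hr.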
An asterisk follows results filed as active; ? = inconclusive; / = no result given; & = joins results of further samples; [ ] = remark or other dose. Unless noted, the call rests on the fitted dose curve; in most records, active means well fitted curve in the direction sought with a large enough effect; inconclusive means small, poorly fitted or top-dose-only effect, or another doubt; inactive means no such curve, though single readings can be large; an effect the other way counts as inactive or inconclusive. Random draw from the library; any-hit rate near 15%.

SMILES	ELG1 genotoxic	NPC1 promoter act	p53 reactivator	Tb PFK inh	Rab9 prom act	VP16 counter	FLuc counter	TRPV1 ag	BRCA1 expr up	ELG1 repair inh	RORgamma inh
CCCCc1ccc(CC(=O)Nc2cc(S(=O)(=O)N3CCOCC3)ccc2O)cc1	1%	0%	-2%	-1%	1%	/	-9%	5	-2%	3%	/
CCc1ccc(OCC(=O)O/N=C(\N)c2ccncc2)cc1	?	15%	-11%	-1%	14%	-3%	?	12	?	?	?
CC1CCCCC1Nc1ncnc2sccc12 (stereo not given)	-37%[inhibitor]	-1%	-4%	0%	-7%	?	0%	3	-17%	-10%	?
CCCCn1c(N)c(N(CC(C)C)C(=O)C2CCN(S(=O)(=O)c3ccc(C)c(C)c3)CC2)c(=O)[nH]c1=O	-4%	-9%	8%	-7%	0%	-2%	3%	-10	-15%	8%	17%
Cc1ccc(C(C(=O)NC2CCCCC2)N(CC2CCCO2)C(=O)CNC(=O)c2ccco2)cc1 (stereo not given)	16%	13%	4%	2%	-5%	-1%	10%	2	-21%	0%	0%
O=c1c(-c2ccc(O)cc2)coc2cc(OC3OC(CO)C(O)C(O)C3O)ccc12 (stereo not given)	16µM*	3.2µM*	?	-5%	?	0%	?	-1	6.3µM*	?	-1%
O=C(CSc1nnnn1C1CC1)Nc1cc(S(=O)(=O)N2CCCC2)ccc1Cl	1%	/	-1%	4%	/	/	/	/	-32%	?	/
Cc1ccccc1N1CC(O)(c2cccs2)[N+]2=C1CCCC2 (stereo not given)	-6%	-1%	4%	3%	-3%	-7%	-1%	-5	-1%	?	0%
COc1cc(Cl)c(NS(=O)(=O)c2ccc(-c3ccc(=O)[nH]n3)o2)c(OC)c1	2%	-3%	4%	0%	0%	4%	2%	-1	4%	28%	-10%
COc1cc(CCC(=O)N2CCN(c3ncccn3)CC2)cc(OC)c1OC	-1%	-8%	3%	1%	-3%	2%	-1%	-2	1%	9%	7%
Cn1cc2cccc([N+](=O)[O-])c2n1	-3%	-2%	12%	-2%	3%	6%	-2%	0	-3%	8%	-4%
O=C(CN(C1CCCCC1)S(=O)(=O)c1ccccc1)NCc1cccnc1	-3%	-3%	3%	0%	-6%	-1%	2%	0	20%	-20%	-35%
O=C(CCCOc1ccc(Cl)cc1Cl)NCCc1ccccn1	5%	0%	-7%	0%	6%	2%	?	3	-1%	?	24%
COc1ccc(Nc2ncc(C(=O)O)c3ccccc23)cc1	-3%	-1%	3%	-4%	-3%	0%	?	-6	2%	4%	13%
O=C(CCNc1ccc(F)cc1)c1cc2ccccc2o1	8%	-5%	2%	-6%	0%	-10%	-5%	15	-57%	0%	?
Cn1c(N)c(C(=O)COC(=O)/C=C/c2ccccc2F)c(=O)n(C)c1=O	-1%	/	-12%	0%	/	/	/	/	-15%	?	/
CC1(C)CC(=O)C(C(C2=C(O)CC(C)(C)CC2=O)c2ccc(Br)s2)C(=O)C1 (stereo not given)	-15%	-1%	-11%	?	-7%	10µM*	?	0	-71%	14%	?
Cc1cc(C)c(OCCN2CC(C)OC(C)C2)c(Br)c1 (stereo not given)	-6%	-11%	0%	-8%	0%	3%[10 µM]	4%	5	3%	-6%	-12%
CCCCN(CC)CCCNC(=S)Nc1ccc2nc3n(c(=O)c2c1)CCCCC3	2%	1%	0%	?	1%	6%	-2%	-1	1%	4%	-16%
Cc1ccc(C(=O)C2=C(O)C(=O)N(CC3CCCO3)C2c2ccccc2F)o1 (stereo not given)	-9%	1%	3%	0%	-2%	0%	0%	0	15%	1%	-13%
NNC(=O)Cn1c(-c2ccccc2)cc(=O)n2ncnc12	0%	-6%	-5%	0%	-4%	6%	-1%	0	0%	9%	1%
O=[N+]([O-])c1ccc(-n2nnnc2CN2CCCCC2)cc1	0%	-3%	1%	2%	7%	8%	-12%	14	6%	0%	35%
O=C(COC(=O)CCc1nc2ccccc2c(=O)[nH]1)NC(c1ccccc1)c1ccccc1	1%	2%	-3%	-4%	0%	8%	0%	2	-12%	?	0%
CCOC(=O)CCSc1nnc(-c2cccnc2)n1-c1ccccc1OC	-1%	0%	-2%	8%	0%	19%	-1%	0	-5%	12%	5%
NS(=O)(=O)c1ccc(NC2=CC(c3ccc([N+](=O)[O-])cc3)N(c3ccc(S(N)(=O)=O)cc3)C2=O)cc1 (stereo not given)	2%	-1%	-2%	-2%	?	10%	5%	4	0%	24%	?
COc1ccc(NC2CCCN(C(=O)c3cc(CC(C)C)nc(N)n3)C2)cc1 (stereo not given)	2%	0%	12%	1%	1%	-1%	3%	22	-13%	8%	0%
CCN(CC(=O)Nc1cc(Cl)ccc1C)C(=O)c1ccc(=O)n(Cc2ccccc2)n1	-2%	-5%	15%	17%	2%	-2%	-2%	7	-35%	-2%	-6%
O=C(NCC1CCCO1)C1CCN(S(=O)(=O)c2cccnc2)CC1 (stereo not given)	1%	-1%	3%	1%	0%	6%	4%	-3	-26%	5%	-1%
CCC(C(=O)NC1CCCC1)N(C(=O)Cn1nnc(-c2cccs2)n1)c1cnc2ccccc2c1 (stereo not given)	1%	1%	6%	5%	-3%	-22%	5%	-1	-43%	-2%	11%
COc1cccc(CN(C)S(=O)(=O)c2ccc3c(c2)OCCO3)c1	-3%	-3%	-4%	14%	3%	/	3%	?	-21%	12%	/
CN(CC(=O)Nc1ccc(F)cc1)C(=O)CSc1nnc(Cc2ccccc2)o1	0%	/	-5%	-4%	/	/	/	/	1%	-28%	/
O=C(O)/C=C\C(=O)Nc1ccc(OCc2ccccc2)cc1	5%	18%	2%	-4%	14%	-3%	19µM*	-1	94%	?	0%
CCN1CCN(c2cc(=O)n(Cc3ccc(F)cc3)c(=O)[nH]2)CC1	3%	4%	-3%	0%	5%	-9%	-1%	-3	-48%	3%	6%
COC(=O)Nc1snnc1C	0%	0%	4%	-2%	2%	-6%	1%	2	2%	14%	2%
Cc1ccccc1CC1(CO)CCCN(C(=O)c2ccc(F)cc2)C1 (stereo not given)	-2%	-4%	2%	-2%	2%	6%	2%	2	36%	0%	34%
COCCNC(=O)Cn1cnc2sc(C)c(S(=O)(=O)N3CCN(c4ccccc4OC)CC3)c2c1=O	1%	1%	1%	7%	4%	-10%	3%&5%	-1	-6%	-5%	-2%
COc1ccc(NC(=O)c2ccc(NCCCN3CCOCC3)c([N+](=O)[O-])c2)cc1	2%	8%	28%	0%	10%	4%	?	3	-16%	3%	1%
COC(C(=O)Nc1ccnn1C1CCN(C(=O)c2cccc(F)c2)CC1)c1ccccc1 (stereo not given)	0%	0%	6%	2%	-1%	17%	-1%	-2	4%	6%	-10%
Cc1cc(C)n(-c2cc(C(C)(C)C)nc3c(-c4ccccc4)cnn23)n1	?	2.5µM*	?	0%	2.8µM*	3%	1.9µM*	?	?	?	-29%
COc1ccc(NC(=O)/C=C/c2cc(OC)c(OC)c(OC)c2)cn1	-1%	-4%	-2%	-3%	6%	1%	-1%	5	-6%	8%	-15%
CC(=O)OCc1c(C(F)(F)F)nn(C)c1Oc1cccc(C(F)(F)F)c1	0%	-2%	6%	3%	2%	-14%	3%	-4	-4%[1.84 µM]	4%	4%
O=S(=O)([N-]c1nc2ccccc2nc1-n1cc[n+](Cc2ccccc2)c1)c1ccccc1	3%	2%	4%	3%	1%	-4%	-2%	-4	-3%	?	-5%
Cc1ccc(S(=O)(=O)N2CCN(c3ncnc4scc(-c5ccccc5)c34)CC2)cc1	-10%	/	13%	-1%	/	/	/	/	-54%	?	/
O=c1c(Cl)c(Cl)cnn1-c1ccccc1	-6%	-45%[inhibitor]	-38%[inhibitor]	1%	-53%[inhibitor]	11µM*	-2%	-2	-90%	18µM*	10µM*
